PDI inh: inhibitors of human protein disulfide isomerase; P07237; PDI insulin aggregation turbidity, A650, 90 min; inhibition, % at 10 µM; 0.052% of 350,000 active; AID 588391;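 active = mean inhibition across replicates of 30% or more, whatever share of single replicates reach that level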;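 also: absorbance from insulin aggregation driven by PDI reduction with DTT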
HTR2A ag: agonists of mouse serotonin 5-HT2A receptor (HTR2A); 0.66% of 360,000 active; P35363; CHO-K1 mHTR2A beta-arrestin complementation, luminescence; percent of 30 µM serotonin response; activation, % at 7.6 µM;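 active = activation above a run cutoff, the mean activation of all tested compounds plus 3 SD, cut at about 14% in these data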;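 also: 0% = plate median of compound wells and 100% = 30 µM serotonin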
Granule exo inh: lytic granule exocytosis inhibition; TALL-104 LAMP-1 surface exposure, flow cytometry; cells stimulated with thapsigargin and PMA; inhibition, % at 10 µM; 0.66% of 360,000 active;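 active = inhibition above about 55%, limit read from the data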
ABCB6 inh 2: blocks the human ABCB6 transporter | Q9NP58 | K562-ABCB6 porphyrin accumulation, flow cytometry, 1 h; stronger effect = lower value | fluorescence ratio to DMSO, % at 10 µM | 0.19% of 360,000 active | AID 602162;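 active = fluorescence ratio to DMSO below 75%, the collection mean minus 3 SD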;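 also: signal is porphyrin accumulated inside mitochondria; 100% equals median channel fluorescence of DMSO control wells; lower ratio means ABCB6 inhibition with less porphyrin fluorescence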
N-glyco inh: N-linked glycosylation inhibition; 0.23% of 360,000 active; D54 ERlucT glycosylation luciferase reporter, 24 h; percent of 100 nM tunicamycin response; reporter increase, % at 12.5 µM;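 active = mean luciferase reporter signal, scaled so untreated is 0 and the glycosylation-blocking control 100, at or above a set limit in every replicate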;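 also: luciferase carries N-glycosylation sites so blocking glycosylation raises the light; 0% = median of neutral control wells and 100% = median of 100 nM tunicamycin wells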
Cardio protect: protects H9c2 cardiomyocytes from peroxide injury; H2O2 injury protection, ATPLite, 2 h; protection from H2O2 cell death, % at 20 µM; 0.63% of 360,000 active; AID 588492;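 active = compounds giving at least 50% protection of heart cells from peroxide-induced death in the single-dose screen, raw or plate-pattern-corrected value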;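 also: 0% = DMSO wells with peroxide and 100% = DMSO wells without peroxide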
CaV13 FRET inh: Disruptors of the CACNA1D IQ motif to Ca2+-dependent inactivation inhibitor domain association, primary screening, Förster resonance energy transfer in intact living … | HEK cells, CFP/YFP FRET ICDI-IQ, plate reader, 10 min; percent FRET-ratio fall versus neutral wells | inhibition, % at 12.3 µM | 0.098% of 340,000 active | AID 743397;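 active = mean replicate inhibition of at least 30% and at least 1% of replicates passing that level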;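 also: 0% = median of the neutral control wells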
ABHD5 PLIN5 PPI: ABHD5-PLIN5 protein interaction inhibition. 0.78% of 360,000 active. Q00G26+Q8WTS1. Split G. princeps luciferase complementation, luminescence, 4 h. inhibition, % at 4 µM;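 active = inhibition above the mean inhibition across every tested compound plus 3 SD, cut at about 22% in these data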;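 also: 0% = DMSO only wells and the 100% control is not disclosed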
Target sequence (Q00G26 whole entry, looked up): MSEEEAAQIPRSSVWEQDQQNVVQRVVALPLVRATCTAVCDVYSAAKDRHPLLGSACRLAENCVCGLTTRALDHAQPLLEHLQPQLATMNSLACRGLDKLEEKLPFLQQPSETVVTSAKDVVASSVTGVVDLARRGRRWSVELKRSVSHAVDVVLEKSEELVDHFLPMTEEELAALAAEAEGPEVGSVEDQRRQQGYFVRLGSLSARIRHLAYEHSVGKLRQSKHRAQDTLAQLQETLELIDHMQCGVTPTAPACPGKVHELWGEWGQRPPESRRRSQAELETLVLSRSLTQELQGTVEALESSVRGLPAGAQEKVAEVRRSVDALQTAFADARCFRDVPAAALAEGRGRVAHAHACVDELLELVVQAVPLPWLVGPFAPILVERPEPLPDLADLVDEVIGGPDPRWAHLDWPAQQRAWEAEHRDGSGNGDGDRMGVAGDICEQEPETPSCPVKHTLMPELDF
Target sequence (Q8WTS1 whole entry, looked up): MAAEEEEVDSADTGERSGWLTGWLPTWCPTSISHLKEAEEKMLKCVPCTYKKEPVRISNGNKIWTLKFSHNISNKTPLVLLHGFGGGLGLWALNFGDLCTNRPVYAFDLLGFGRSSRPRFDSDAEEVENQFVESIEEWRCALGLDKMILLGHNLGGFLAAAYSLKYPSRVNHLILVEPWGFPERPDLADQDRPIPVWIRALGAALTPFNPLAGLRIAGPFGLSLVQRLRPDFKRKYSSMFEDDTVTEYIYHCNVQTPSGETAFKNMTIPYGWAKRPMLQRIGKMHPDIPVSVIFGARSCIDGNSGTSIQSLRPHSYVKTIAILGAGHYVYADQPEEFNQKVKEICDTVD
MC4R barr agon: agonists of human melanocortin 4 receptor (MC4R) beta-arrestin | activation, % at 8.9 µM | 0.98% of 360,000 active | AID 540308 | U2OS MC4R beta-arrestin complementation, luminescence; percent of melanotan II response, DMSO zero | P32245;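 active = activation above a per-plate cutoff, the mean activation of sample wells on that plate plus 3 SD, cut at about 8% in these data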
MC4R antag cAMP: blocks human MC4R cAMP signaling; inhibition, % at 6.5 µM; 0.48% of 360,000 active; P32245; AID 540295; MC4R-expressing cells, MTII-stimulated cAMP, LANCE TR-FRET;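 active = inhibition above its plate's cutoff, the mean of tested wells on that plate plus 3 SD, cut at about 29% in these data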;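 also: 0% = Melanotan II alone and 100% = Melanotan II plus saturating MCL0020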
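material = U2OS cells stably expressing human melanocortin 4 receptor (MC4R) | also added = Melanotan II challenge | dosing = single nominal compound dose of 6.5 µM | detection = TR-FRET with Eu-cAMP and labeled anti-cAMP, 671 nm | replication = singlicate | timing = compound 30 min, challenge 1 h, detection 1 h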
Numbers without * were called inactive; x = not tested or not shown.

SMILES	PDI inh	HTR2A ag	Granule exo inh	ABCB6 inh 2	N-glyco inh	Cardio protect	CaV13 FRET inh	ABHD5 PLIN5 PPI	MC4R barr agon	MC4R antag cAMP
Cc1ccc(S(=O)(=O)N2CCOCC2)cc1NC(=O)CN1C(=O)NC(C)(c2ccc(Cl)cc2Cl)C1=O (centres undefined)	4	-9	-3	98	1	1	-19	-9	-1.6	3
CCc1ccc(CNCc2ccc(F)cc2)cc1	2	1	-6	97	-1	1	10	-2	0.8	10
C=CCOc1c(Cl)cc(CNCCCN2CCOCC2)cc1OC	0	6	0	97	2	8	-3	2	0.0	-2
CCOCCn1c(N2CCN(c3ccccc3)CC2)nc2c1c(=O)n(C)c(=O)n2C	8	1	-1	100	0	6	-4	0	1.2	3
c1ccc(CCC2CCCCN2Cc2cn[nH]c2-c2cc3ccccc3o2)nc1 (centres undefined)	4	-2	2	89	0	9	-7	2	0.5	17
O=c1oc2cc(Oc3ccc(C(F)(F)F)cc3[N+](=O)[O-])ccc2c2c1CCC2	-3	5	1	103	-3	-11	-4	-3	-0.2	7
CCSc1ccccc1C(=O)NCc1ccc2c(c1)OCO2	-7	1	-3	99	-1	-3	-3	1	-0.2	-2
Cc1ccccc1NC(=O)C1C2CCCCC21 (centres undefined)	6	3	-5	102	-1	-1	-5	-5	0.2	7
Cc1cc(C)nc(N2CCCC(C(=O)NC3CCCC3)C2)n1 (centres undefined)	-14	5	0	102	1	0	-5	1	-0.1	6
CC(C)c1nnc(NC(=O)COc2ccc3ccccc3c2)s1	4	-1	6	97	1	-5	-2	3	2.2	5
NC(=O)/C(=C\c1ccccc1)NC(=O)c1ccc(NC(=O)c2ccccc2)cc1	-7	-2	-4	99	0	-6	-19	-4	-0.4	-2
CC#CC(=O)N1CCC(n2nccc2NC(=O)CCc2ccccc2)CC1	1	-2	0	98	-2	2	-16	-6	-0.3	-1
Cc1cccc(NC(=O)CSc2nnc3ccc(-c4ccccn4)nn23)c1	-3	1	-4	100	0	-2	-6	-4	-2.4	2
CC1(C(=O)Nc2ccccc2)CCN1C(=O)CCc1ccc(Cl)cc1Cl (centres undefined)	12	-8	6	264	0	-10	-3	-4	-0.2	0
Cc1ccc(S(=O)(=O)N(C)CC(=O)OCc2nnc(-c3ccccc3)o2)cc1	22	3	-2	100	1	9	-2	-1	0.1	21
CCCCn1c(N)c(N(CC)C(=O)c2ccc(Cl)c(Cl)c2)c(=O)[nH]c1=O	2	1	5	87	0	-2	-7	-4	-2.3	-3
Cc1cccc(C)c1NC(=O)CNC(=O)c1cn(-c2ccccc2)nc1-c1ccccc1	0	1	-2	100	0	-3	-5	4	-3.8	8
CC(C)CCn1c(=S)[nH]c2ncccc2c1=O	-4	-1	1	98	1	-3	-4	-2	-1.4	6
CC(=O)N/C(=C/c1ccc(OC(F)F)cc1)C(=O)O	-2	1	-2	104	0	13	-3	0	0.2	2
CC(=O)Nc1ccc(S(=O)(=O)N2CCN(S(=O)(=O)N3CCC(C)CC3)CC2)cc1	-13	0	5	106	0	2	-7	1	6.5	5

Single records, as listed above.
Cc1ccccc1NC(=O)C1C2CCCCC21 (centres undefined) is entered as PDI inh = 6; HTR2A ag = 3; Granule exo inh = -5; ABCB6 inh 2 = 102; N-glyco inh = -1; Cardio protect = -1; CaV13 FRET inh = -5; ABHD5 PLIN5 PPI = -5; MC4R barr agon = 0.2; MC4R antag cAMP = 7
CC1(C(=O)Nc2ccccc2)CCN1C(=O)CCc1ccc(Cl)cc1Cl (centres undefined) is entered as PDI inh = 12; HTR2A ag = -8; Granule exo inh = 6; ABCB6 inh 2 = 264; N-glyco inh = 0; Cardio protect = -10; CaV13 FRET inh = -3; ABHD5 PLIN5 PPI = -4; MC4R barr agon = -0.2; MC4R antag cAMP = 0

Six compounds from above, reduced to HTR2A ag, ABHD5 PLIN5 PPI and ABCB6 inh 2.
Compound	HTR2A ag	ABHD5 PLIN5 PPI	ABCB6 inh 2
Cc1ccc(S(=O)(=O)N(C)CC(=O)OCc2nnc(-c3ccccc3)o2)cc1	3	-1	100
CCCCn1c(N)c(N(CC)C(=O)c2ccc(Cl)c(Cl)c2)c(=O)[nH]c1=O	1	-4	87
Cc1cccc(C)c1NC(=O)CNC(=O)c1cn(-c2ccccc2)nc1-c1ccccc1	1	4	100
CC(C)CCn1c(=S)[nH]c2ncccc2c1=O	-1	-2	98
CC(=O)N/C(=C/c1ccc(OC(F)F)cc1)C(=O)O	1	0	104
CC(=O)Nc1ccc(S(=O)(=O)N2CCN(S(=O)(=O)N3CCC(C)CC3)CC2)cc1	0	1	106

Other compounds follow.
SMILES	PDI inh	HTR2A ag	Granule exo inh	ABCB6 inh 2	N-glyco inh	Cardio protect	CaV13 FRET inh	ABHD5 PLIN5 PPI	MC4R barr agon	MC4R antag cAMP
CCOc1ccccc1NC(=O)COn1nnc2ccc(Cl)cc21	0	5	2	88	-2	16	-6	4	0.0	22
COc1ccc(C(C2C(=O)CC(C)(C)CC2=O)C2C(=O)CC(C)(C)CC2=O)cc1	1	0	38	91	2	13	-16	17	0.5	13
Cc1ccc(OCCn2c(=O)sc3ccccc32)cc1	2	8	-1	90	-1	-17	x	-16	1.3	-4
COc1cc(/C=C2/C(=N)N3C(=NC2=O)SN=C3S(C)(=O)=O)ccc1OS(=O)(=O)c1ccc(C)cc1	6	-5	0	111	-2	6	-7	-13	-3.0	12
Cc1cc2nc(C(C)(C)C)c(Cc3ccsc3)n2c(C)c1Br	x	-1	0	99	x	x	-5	-9	x	x
CCOc1ccc(-c2nnn(CC(=O)N3CCN(c4ccc(OC)cc4)CC3)n2)cc1OCC	-8	-1	2	101	-2	-1	x	-1	0.0	17
CCn1c(Sc2ccc(N)cc2Cl)nc2ccccc21	1	-1	3	92	-3	0	-6	10	1.4	9
O=C(CSc1nnc(NC(=O)C2CC2)s1)Nc1ccc(F)cc1F	7	0	-3	101	1	-6	-4	5	-1.1	-3
CCOc1ncccc1C(=O)Nc1cccc(S(=O)(=O)NC2=NCCC2)c1	-5	-5	-12	96	4	12	-6	0	-0.4	3
O=C(NCCOc1ccccc1F)c1cc([N+](=O)[O-])ccc1N1CCOCC1	-5	5	-4	108	19	3	x	8	-1.0	-6
CC(=O)OCC1(C)CN(c2ccccc2)N(C(=O)c2ccc(F)cc2)C1=O (centres undefined)	-2	-2	0	95	5	5	-14	5	0.1	22
Cc1cccc(CCNC(=O)c2cc(S(=O)(=O)N3CCCC3)cn2C)c1	x	0	-2	97	1	-4	-10	5	-0.4	3
CN(C)c1ccc(/C=N/NC(N)=S)cc1[N+](=O)[O-]	2	-8	-9	104	1	6	-3	7	-1.0	-8
CC(=O)Oc1cccc(N2C(=O)C3C4C=CC(C4=C(C)C)C3C2=O)c1 (centres undefined)	-3	-2	-2	95	2	-1	-5	10	0.8	-7
FC(F)(F)c1cccc(Cc2noc(CN3CCCCC3c3ccccn3)n2)c1 (centres undefined)	-3	-2	-5	94	-1	-5	-4	-7	-0.3	-1
CCCn1c(SCC(=O)Nc2nnc(CC)s2)nnc1-c1ccncc1	3	-1	1	89	2	11	0	0	-1.2	5
O=C(NCc1ccccn1)C1CCN(S(=O)(=O)c2ccccc2C(F)(F)F)CC1	0	-1	-6	100	-2	3	-5	-1	-1.0	12
COC(=O)c1cc(S(=O)(=O)Nc2ccc(C)cn2)c[nH]1	7	4	-1	97	2	-2	-2	3	-1.2	-1
COc1ccccc1C(=O)NC(=O)COc1ccc([N+](=O)[O-])cc1	-5	4	3	94	2	17	-6	2	-1.0	2
COc1ccc2[nH]c3c(c2c1)CCN1C(=O)C(CC(=O)NCCc2ccccn2)C[C@H](C(=O)N2CCOCC2)[C@@]31CCC1CCCC1 (some centres undefined)	-1	3	-2	90	-1	-4	-6	1	-1.3	-4
Cc1cnc(C(=O)Nc2ccc(C(=O)N3CCCCC3)cc2)cn1	-5	4	0	92	-1	-2	x	4	-0.5	-2
CN(C)/C=C\C(=C/C(=O)C(F)(F)F)Nc1ccccc1Oc1ccccc1	-3	1	77*	99	1	-15	-5	6	-3.6	-2
COc1ccc(CC(=O)Oc2ccc(Cl)cc2Br)cc1S(=O)(=O)N1CCOCC1	0	-1	13	87	0	-2	-6	-2	-3.8	2
COc1ccc(CCNC(=O)C2CCC(=O)N(CC3CCCCC3)C2)cc1 (centres undefined)	-7	6	-2	96	-2	1	-7	4	-0.3	10
O=C(c1cc([N+](=O)[O-])ccc1N1CCCC1)N1CCCC1	-6	-2	-1	96	0	2	4	2	-3.3	-11
CC(=O)c1ccc(OCC(=O)c2cc(C)n(-c3ccc4c(c3)OCO4)c2C)cc1	-8	4	0	95	-6	-12	-16	1	-0.8	17
O=C(NNS(=O)(=O)c1ccc([N+](=O)[O-])cc1)C1CCCCC1	-5	4	-5	96	3	-2	-6	2	-1.0	1
CCOc1ccc(S(=O)(=O)NCCC(=O)NCCc2ccc(OCC)c(OCC)c2)cc1	-5	0	11	97	1	-4	-6	3	-3.7	-5
CCN(C(=O)Cn1ccc(C(F)(F)F)n1)c1c(N)n(Cc2ccccc2)c(=O)[nH]c1=O	-5	-4	3	97	0	7	-3	7	-1.4	-2
Cc1nn(-c2ccccc2)c2nc(N)c(C#N)c(-c3ccc(C(C)(C)C)cc3)c12	-3	10	8	102	-5	-9	-4	1	-2.2	6
Cc1ccc(NC(=O)CN2CCN(C(=O)c3ccco3)CC2)cc1S(=O)(=O)N(C)C	1	-6	10	98	1	-2	-3	0	-0.7	3
COC(=O)c1ccccc1NC(=S)N1CCN(c2ccccc2)CC1	1	-3	-5	96	0	0	-3	-9	-1.9	7

Ordered by number of heavy atoms (lowest first): some entries from above
SMILES	PDI inh	HTR2A ag	Granule exo inh	ABCB6 inh 2	N-glyco inh	Cardio protect	CaV13 FRET inh	ABHD5 PLIN5 PPI	MC4R barr agon	MC4R antag cAMP
Cc1cnc(C(=O)Nc2ccc(C(=O)N3CCCCC3)cc2)cn1	-5	4	0	92	-1	-2	x	4	-0.5	-2
COc1ccc(CCNC(=O)C2CCC(=O)N(CC3CCCCC3)C2)cc1 (centres undefined)	-7	6	-2	96	-2	1	-7	4	-0.3	10
CC(=O)c1ccc(OCC(=O)c2cc(C)n(-c3ccc4c(c3)OCO4)c2C)cc1	-8	4	0	95	-6	-12	-16	1	-0.8	17
